Assay outcomes (PubChem BioAssay)
DT40 TDP1 no CPT: qHTS for Inhibitors of human tyrosyl-DNA phosphodiesterase 1 (TDP1): qHTS in cells in absence of CPT. 420,000 compounds, 15% hits. Potency, µM (titrated, usually from 46.2 µM), for inactives: top-dose activity change, negative = growth inhibition, usual class: inhibitors. DT40 Tdp1-/- hTDP1 cells, no CPT, ATP luminescence, 48 h. AID 686978, 2013; further: nearly all actives have a fitted effect of over 55% in size
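A cellular qHTS used chicken DT40 cells lacking endogenous Tdp1 but carrying stably transfected human TDP1. Compounds were applied without camptothecin, and cell growth kinetics were judged by ATP-dependent luminescence after ≥48 hr.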
TDP1 block: qHTS Assay for Inhibitors of Tyrosyl-DNA Phosphodiesterase (TDP1). Tyrosyl-DNA phosphodiesterase 1 (Homo sapiens), Q9NUW8. recombinant TDP1, AlphaScreen DNA substrate cleavage. Potency, µM (top dose mostly 130 µM), inactives show top-dose activity change, negative = inhibition, hits mostly inhibitors. 350,000 compounds, 0.28% hits; further: nearly all actives have a fitted effect of over 40% in size
Target sequence (Q9NUW8 whole entry, looked up): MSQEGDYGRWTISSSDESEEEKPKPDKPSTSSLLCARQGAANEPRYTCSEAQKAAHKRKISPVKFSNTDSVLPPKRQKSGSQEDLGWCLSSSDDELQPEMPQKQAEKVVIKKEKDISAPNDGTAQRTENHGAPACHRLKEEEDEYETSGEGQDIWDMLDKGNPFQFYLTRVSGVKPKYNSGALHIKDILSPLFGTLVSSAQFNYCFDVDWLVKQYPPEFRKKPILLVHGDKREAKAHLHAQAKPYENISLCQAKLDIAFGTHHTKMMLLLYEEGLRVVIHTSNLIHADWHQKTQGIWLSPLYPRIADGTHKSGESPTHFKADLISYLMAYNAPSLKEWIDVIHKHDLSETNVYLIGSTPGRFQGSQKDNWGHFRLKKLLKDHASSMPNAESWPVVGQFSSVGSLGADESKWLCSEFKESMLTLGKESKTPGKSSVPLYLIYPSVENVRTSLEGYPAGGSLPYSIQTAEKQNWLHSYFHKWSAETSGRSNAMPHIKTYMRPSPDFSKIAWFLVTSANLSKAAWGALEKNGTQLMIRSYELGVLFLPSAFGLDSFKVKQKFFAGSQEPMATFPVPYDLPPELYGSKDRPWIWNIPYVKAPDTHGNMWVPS
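Steps: enzyme plus compound, 15 min RT; add biotin/phosphotyrosine-FITC oligonucleotide (15 nM final), react 5 min; add donor/acceptor beads (10 ug/ml final), 10 min; read AlphaScreen. Tdp1 at 1 nM final.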
KAT2A inh: qHTS Assay for Inhibitors of GCN5L2; GCN5L2 HAT assay, ThioGlo1 CoA-SH fluorescence; Potency, µM (top dose mostly 58.9 µM), for inactives: at the top dose activity change, negative = inhibition, hits mostly inhibitors; 390,000 compounds, 0.21% hits
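Compounds, pin-transferred from DMSO stocks, meet 20nM GCN5L2 for 15 min before the reaction begins with H3(1-25) peptide (75uM) and acetyl-CoA (70uM). Thiol-reactive ThioGlo1 reports CoA release over 20 min at room temperature.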
The depositor's hits bear a star; u = inconclusive; x = no result given; [ ] = dose if it differs, or a comment. The call rests on the fitted dose curve; in most records, active means well fitted curve in the direction sought with a large enough effect; inconclusive means small, poorly fitted or top-dose-only effect, or another doubt; inactive means no such curve, though single readings can be large; an effect the other way counts as inactive or inconclusive. On the % scale 0 is the no-effect control and ±100 the full control effect; potency means the concentration at half of the fitted maximal effect. Some of the compounds tested, so the mix of outcomes need not match the whole.

Below each SMILES – DT40 TDP1 no CPT | TDP1 block | KAT2A inh
- COc1cc(C(=O)/C=C/c2cccnc2)ccc1O
 : 18.4µM* | x | -2.1%
- O=C(CC1C(=O)NCCN1Cc1ccoc1)NCc1cccc(OC(F)(F)F)c1 (centres undefined)
 : 24.7% | x | 1.2%
- Cc1ccc(NC(=O)CN2C(=O)CC(C)S(=O)(=O)c3ccccc32)cc1 (centres undefined)
 : 24.2% | 2.0% | -7.8%
- O=C(CSc1nc(=O)n2ccccc2n1)Nc1cccc2ccccc12
 : -8.5% | x | 2.4%
- COc1cc2c(C(=O)N3CCN(C)CC3)c(CSc3ccccc3)n(C)c2cc1Br
 : u | 10.0% | -20.3%
- NS(=O)(=O)c1ccc(CCNC(=O)C2CCC(Cn3c(=S)[nH]c4ccccc4c3=O)CC2)cc1 (centres undefined)
 : -28.2% | -3.5% | 3.8%
- CC1C(=O)N2CCCc3cc(NC(=O)COc4ccc(Cl)cc4)cc1c32 (centres undefined)
 : u | x | -0.3%
- Cn1c(SCC(=O)Nc2ccc3c(c2)OCCO3)nnc1C(F)(F)F
 : 7.4% | 0.2% | -6.4%
- COc1ccc(C2(C)NC(=O)N(CC(=O)c3cc(C)n(C4CC4)c3C)C2=O)cc1 (centres undefined)
 : u | 7.8% | -4.5%
- O=C(NCC(=O)N1CCN(c2ccc(C(F)(F)F)cn2)CC1)c1ccc(Br)o1
 : 6.51µM* | 0.6% | 1.3%
- COc1ccc(N2C(=O)CC(NC3CC3)C2=O)cc1 (centres undefined)
 : -6.1% | 2.3% | 3.0%
- Cc1ccc(NC2=C([N+](=O)[O-])CS(=O)(=O)C2)cc1
 : 3.3% | 0.7% | -8.7%[0.501 µM]
- O=C(Cn1cc(C(F)(F)F)ccc1=O)N/N=C/c1ccc(Cl)cc1Cl
 : u | 0.6% | 0.0%
- Cc1cc(CN2CCC(n3nccc3NC(=O)c3ccccc3Cl)CC2)cc(C)c1O
 : -26.1% | 1.5% | -23.9%
- O=C(NOCc1ccccc1)c1cccc([N+](=O)[O-])c1
 : -4.3% | x | -2.9%
- CCOc1ccc(S(N)(=O)=O)cc1-c1nc2c(C(C)(C)C)nn(C)c2c(=O)[nH]1
 : u | 2.4% | -1.4%
- COc1cc(OC)cc(C(=O)N[C@H](C(=O)Nc2ccc(NC(C)=O)cc2)C(C)C)c1
 : -9.6% | 2.7% | -1.0%
- O=C(COc1cc2oc(=O)c3c(c2cc1Cl)CCC3)NCCN1CCOCC1
 : -18.8% | 0.4% | -5.4%
- O=C(Cn1ccc2cc(S(=O)(=O)N3CCCCCC3)ccc21)NCCc1ccccc1Cl
 : u | 2.8% | 1.6%
- COc1ccc(CC(=O)NC(C)CCc2ccccc2)cc1 (centres undefined)
 : -14.4% | -5.8% | 1.2%

Full records, looked up by structure:
CC1C(=O)N2CCCc3cc(NC(=O)COc4ccc(Cl)cc4)cc1c32 (centres undefined) is entered as DT40 TDP1 no CPT = u; TDP1 block = x; KAT2A inh = -0.3%
O=C(Cn1ccc2cc(S(=O)(=O)N3CCCCCC3)ccc21)NCCc1ccccc1Cl is entered as DT40 TDP1 no CPT = u; TDP1 block = 2.8%; KAT2A inh = 1.6%

New compounds follow.
Below each SMILES – DT40 TDP1 no CPT | TDP1 block | KAT2A inh
- CS(=O)(=O)N(CCc1ccccc1)CC(=O)N1CCN(c2ccccc2)CC1
 : -24.6% | 2.2% | 3.3%
- Cc1cnc(-c2nnc(N(C)C(=O)C3CCOC3)s2)cn1 (centres undefined)
 : -2.1% | 4.3% | 0.0%
- COc1ccc(NC(=S)Nc2cccc([N+](=O)[O-])c2)cc1
 : -24.3% | 2.9% | -0.2%
- CCOn1c(=O)c(-c2ccc(Br)cc2)[n+]([O-])c2ccccc21
 : 0.3% | x | -7.6%
- COc1cc(C(=O)OCC(=O)N2CCOCC2)c([N+](=O)[O-])cc1OC
 : -9.3% | 0.5% | 0.8%
- Cc1noc(C)c1NC(=O)N(C)C[C@H]1Oc2ccc(NS(=O)(=O)c3ccccc3)cc2C(=O)N([C@H](C)CO)C[C@@H]1C
 : 1.0% | 1.9% | 1.3%
- O=C(OCc1cc2ccccc2[nH]c1=O)c1ccccc1
 : -16.9% | 0.0% | -1.6%
- S=C(NCc1ccccc1)NCC1COc2ccccc2O1 (centres undefined)
 : -0.5% | 3.1% | -2.7%
- COc1ccc(CCC(=O)Nc2cc3c4c(c2)CCC(=O)N4CCC3)cc1
 : -5.6% | -2.0% | -13.5%
- COc1ccc(S(=O)(=O)N2CCCC2CNC(=O)C(=O)Nc2ccc(F)cc2)cc1 (centres undefined)
 : u | -8.6% | -15.9%
- COc1ccccc1OCC(=O)Nc1ccc(O)cc1C(=O)O
 : 6.9% | 3.9% | -4.6%
- CCCCNC(=O)c1[nH]c(C)c(C(C)=O)c1C
 : -2.9% | 2.7% | -1.5%
- Cc1ccccc1Nc1nnc(SCC(=O)c2c(N)n(C3CC3)c(=O)[nH]c2=O)s1
 : -7.8% | -6.7% | -6.4%
- Cc1ccc(Cl)cc1N1CCN(C(=S)NCc2ccco2)CC1
 : 18.4µM* | -5.1% | -4.4%
- COc1ccc2c(c1)-c1nc(NC(=O)c3cc(Cl)ccc3OC)sc1CC2
 : u | -7.4% | -5.6%
- Cc1cc(C(=O)NN=C2C3CC4CC(C3)CC2C4)c2ccccc2n1
 : 1.3% | 0.0% | -10.5%
- Cc1nc(N2CCC(C)CC2)c2c(C)c(C(=O)Nc3cc(F)ccc3C)sc2n1
 : u | 5.8% | -13.4%
- Cc1ccc(-n2nnnc2SCc2ccccn2)cc1C
 : u | -1.0% | -8.7%
- OCCOCCNc1ncnc2c1cnn2-c1ccccc1
 : -11.6% | 5.9% | 0.8%
- CCCCOc1ccc(C(=O)N/C(=C\c2ccc(Br)cc2)C(=O)NC2CCCCC2)cc1
 : u | -5.7%[12.3 µM] | 1.1%
- Cc1ccc(Nc2ccc(S(=O)(=O)N3CCOCC3)cc2[N+](=O)[O-])cc1C
 : u | 10.8% | -21.8%
- Cc1ccc(S(=O)(=O)N(C)C)cc1NC(=O)c1ccc(-n2cncn2)c([N+](=O)[O-])c1
 : 3.0% | 1.6% | -0.5%
- O=C(c1cccs1)N1CCN(CCCc2ccccc2)CC1
 : -21.4% | -8.8% | 0.0%
- COc1ccc(C2N3CC4(C)CN2CC(C)(C3)C4O)cc1OC (centres undefined)
 : 34.2%[activator] | 4.9% | -3.0%
- COc1cc(OC)cc(C(=O)Nc2nc(CC(=O)NCc3ccc(F)cc3)cs2)c1
 : 8.2µM* | 1.1% | 1.5%
- C/C=C/C=C\C(=O)Nc1cccc(C2=NOC3(C2)C[C@H](C(N)=O)N(C(=O)/C=C/C)C3)c1 (some centres undefined)
 : u | 2.4% | -12.6%
- CCCCn1c(-c2ccc(Cl)c(Cl)c2)nc2cc3[nH]c(=O)c(C(C)C)nc3cc21
 : u | x | -2.2%
- CS(=O)(=O)Nc1cccc(C2=NN(C(=O)c3ccccc3)C(c3cccs3)C2)c1 (centres undefined)
 : u | x | -10.2%
- O=C(O)CSc1cn(Cc2ccccc2)c2ccccc12
 : -1.2% | x | 10.6%
- C=CCN1C(=O)/C(=C2/Sc3ccc(OC)cc3N2C)SC1=Nc1cccc(O)c1
 : u | -3.6% | -8.1%
- O=C(NCc1ccco1)c1ccc(COc2ccc(Cl)cc2)cc1
 : 3.0% | -8.2% | -9.5%
- O=C(COC(=O)COc1ccc(Cl)cc1Br)NCCC1=CCCCC1
 : 4.4% | -7.5% | -9.9%
- Cc1cc(C)n2nc(-c3ccsc3-n3c(C)ccc3C)cc2n1
 : u | -2.0% | -0.5%
- CCCc1cc(=O)[nH]c(SCC(=O)Nc2nc(-c3ccccc3)cs2)n1
 : u | 1.8% | -8.6%
- C=COCCn1c(-c2nonc2N)nc2ccccc21
 : u | 4.0% | -0.6%
- CCOC(=O)c1c(CN2CCOCC2)oc2ccc(OC)cc12
 : 1.0% | 4.2% | -14.8%

Filtered by structure, the entries above with a Cl atom
Below each SMILES – DT40 TDP1 no CPT | TDP1 block | KAT2A inh
- CC1C(=O)N2CCCc3cc(NC(=O)COc4ccc(Cl)cc4)cc1c32 (centres undefined)
 : u | x | -0.3%
- O=C(Cn1cc(C(F)(F)F)ccc1=O)N/N=C/c1ccc(Cl)cc1Cl
 : u | 0.6% | 0.0%
- Cc1cc(CN2CCC(n3nccc3NC(=O)c3ccccc3Cl)CC2)cc(C)c1O
 : -26.1% | 1.5% | -23.9%
- O=C(COc1cc2oc(=O)c3c(c2cc1Cl)CCC3)NCCN1CCOCC1
 : -18.8% | 0.4% | -5.4%
- O=C(Cn1ccc2cc(S(=O)(=O)N3CCCCCC3)ccc21)NCCc1ccccc1Cl
 : u | 2.8% | 1.6%
- Cc1ccc(Cl)cc1N1CCN(C(=S)NCc2ccco2)CC1
 : 18.4µM* | -5.1% | -4.4%
- COc1ccc2c(c1)-c1nc(NC(=O)c3cc(Cl)ccc3OC)sc1CC2
 : u | -7.4% | -5.6%
- CCCCn1c(-c2ccc(Cl)c(Cl)c2)nc2cc3[nH]c(=O)c(C(C)C)nc3cc21
 : u | x | -2.2%
- O=C(NCc1ccco1)c1ccc(COc2ccc(Cl)cc2)cc1
 : 3.0% | -8.2% | -9.5%
- O=C(COC(=O)COc1ccc(Cl)cc1Br)NCCC1=CCCCC1
 : 4.4% | -7.5% | -9.9%
